# NALP1 yeast inh: NALP1 inhibition; 0.61% of 280,000 active; inhibition, % at 10 µM; AID 2071; S. cerevisiae NALP1/ASC/caspase-1 growth, X-gal OD620, 72 h; in the data active = inhibition mostly above about 24%, no sharp cut-off; inactive = mostly below about 32%; also: some compounds called inactive have numbers as strong as hits
# OXTR potentiator: potentiates the human oxytocin receptor response; P30559; CHO-OTR cells, Fluo-8 calcium fluorescence, potentiator mode; 0% = oxytocin EC15, 100% = EC100; activation, % at 3 µM; 0.061% of 320,000 active; AID 2445;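 active = activation above that plate's cutoff, the mean activation of tested compounds plus 3 SD, cut at about 6.6% in these data, passing the limit was not always enough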;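 also: 100% uses oxytocin at 75 nM as the full agonist control; some results filed as inactive read as strong as hits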
#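 Assay system: CHO cell line stably expressing human OTR. Reagent: EC15 oxytocin agonist. Dosing: single dose, 3.0 µM nominal final compound concentration. Timing: compound 6 min at room temperature before oxytocin, 100 s read. Signal: kinetic Fluo-8 calcium fluorescence. Controls: oxytocin EC15 low and EC100 high.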
# MEKK2mut PB1 HTS: signal of MEK5 binding to mutant human MEKK2 PB1 domain | 0.35% of 290,000 active | percent response, % at 10 µM | AID 1530 | bead flow cytometry, Alexa488-MEK5 binding to MEKK2 mutant; in the data active = percent response above about 24%, passing the limit was not always enough; also: inactives centre near 1; some results filed as inactive read as strong as hits
# V1aR counter: counter-screen for oxytocin receptor agonists: human V1a receptor agonists; P37288; CHO-V1R cells, Fluo-8 calcium fluorescence, agonist mode; 0% DMSO, 100% 3 nM vasopressin; activation, % at 3 µM; 0.25% of 320,000 active;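 active = activation above the mean activation of all tested compounds plus 3 SD, per screening run, cut at about 20% in these data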;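 also: signal is peak over basal fluorescence ratio across a 100 second FLIPR read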
# GPR7 antag: blocks human GPR7 receptor signaling. GPR7-expressing cells, fluorescence antagonist assay. inhibition, % at 4.4 µM. 1.1% of 290,000 active; in the data active = inhibition above about 16%, passing the limit was not always enough;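 also: cells stimulated with the agonist NPW; 0% = agonist with vehicle and 100% = vehicle without agonist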
# M18AAP inhibitor: blocks P. falciparum M18 aspartyl aminopeptidase. recombinant PfM18AAP, H-Glu-NHMec fluorogenic cleavage. inhibition, % at 7.35 µM. 1.2% of 290,000 active;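 active = inhibition above the campaign mean inhibition over all tested compounds plus 3 SD, cut at about 28% in these data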;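 also: 0% = plate median of test compound wells and 100% = 2 mM ZnCl2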
# MEKK2wt PB1 HTS: raises or lowers MEK5 binding to wildtype human MEKK2 PB1 domain | Q9Y2U5 | bead flow cytometry, Alexa488-MEK5 binding to MEKK2 WT; actives lie on both sides | binding response (% of control), % at 10 µM | 1.1% of 290,000 active | AID 1531; in the data active = binding response below about 67% or above about 130%
# OXTR agonist: human OXTR agonism | P30559 | CHO-OTR cells, Fluo-8 calcium fluorescence; normalized: DMSO 0%, oxytocin 100% | activation, % at 3 µM | 0.32% of 320,000 active | AID 2435;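 active = activation above the mean of all tested compounds plus 3 SD, cutoff set per screening run, cut at about 20% in these data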;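 also: peak over basal fluorescence ratio from a 100 s FLIPR kinetic read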
# GalR3 antagonist: antagonists of human GalR3; O60755; HEK293 GalR3-CNG cAMP membrane potential fluorescence; galR3 body fused to GalR1 C-terminus; inhibition, % at 3 µM; 0.44% of 360,000 active; AID 651719;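 active = inhibition above the screen-wide average plus 3 SD, cut at about 13% in these data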;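 also: forskolin and galanin both at EC90 stimulate the cells; cAMP rise reported by CNG channel membrane potential dye signal; 0% = forskolin plus galanin with DMSO and 100% = forskolin alone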
# Target sequence (O60755 1-299 limits assumed): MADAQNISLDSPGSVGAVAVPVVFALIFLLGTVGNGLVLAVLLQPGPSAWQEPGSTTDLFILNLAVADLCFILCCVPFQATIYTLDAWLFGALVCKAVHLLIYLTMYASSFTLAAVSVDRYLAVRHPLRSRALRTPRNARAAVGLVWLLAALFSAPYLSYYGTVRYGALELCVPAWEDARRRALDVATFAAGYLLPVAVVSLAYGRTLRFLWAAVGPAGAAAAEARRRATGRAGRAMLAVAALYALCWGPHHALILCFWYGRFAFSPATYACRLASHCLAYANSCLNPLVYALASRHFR
# * hit, by the source's call; · = not tested or not shown.
SMILES,NALP1 yeast inh,OXTR potentiator,MEKK2mut PB1 HTS,V1aR counter,GPR7 antag,M18AAP inhibitor,MEKK2wt PB1 HTS,OXTR agonist,GalR3 antagonist
Cc1sc2c(c1C)c(=O)n(-c1ccccc1)c1nnc(C)n21,10,-2,7,0.2,-15,-3,105,-1.4,1
Nc1n[nH]c(CO)n1,10,·,-3,·,-6,2,96,·,-10
CCCn1c(=O)c2ccccc2n2c(SCc3cc(=O)oc4ccc5ccccc5c34)nnc12,0,0,3,1.2,-4,9,104,-0.5,-7
Cc1nc(SCn2nnc3ccccc3c2=O)nc(C)c1C,-10,-2,3,-0.6,-13,5,102,-1.1,3
CCOc1ccc(N2CC(=O)N/C2=N\c2nc(C)cc(C)n2)cc1,11,-3,10,-0.2,3,7,107,0.2,-4
COc1cc(NC(=O)Nc2ccc(Cl)c(Cl)c2)c(C(=O)O)cc1OC,·,-3,-3,0.3,7,-3,88,0.5,2
Cc1cc(CNC(=O)c2cc(Br)ccc2Cl)nn1C,-3,-2,3,1.0,6,-1,104,2.6,-6
C=CCNc1nc2c(c(=O)[nH]c(=O)n2C)n1CCCCC,-11,-5,-3,-0.1,-13,4,102,-0.8,-2
COc1ccc2[nH]c(C)c(CN3CCC(C)CC3)c(=O)c2c1,0,-3,-1,1.1,1,2,105,-0.1,0
COc1ccc(-n2c(C)cc(/C=C3/SC(=S)N(C)C3=O)c2C)cc1,23,-2,-3,0.3,-12,1,87,2.0,6
Cc1cccc2sc(NNC(=O)c3ccc(S(=O)(=O)N4CC(C)CC(C)C4)cc3)nc12 (configuration not stated),23,-6,1,5.2,-4,32*,99,-0.4,·
CC1CCCC(NC(=O)CSC2CCCCC2)C1C (configuration not stated),-30,-19,-5,-0.8,5,-1,97,-2.5,-5
CCCn1c(=O)c2ccccc2n2c(SCc3c(C(=O)OCC)oc4ccccc34)nnc12,-4,9,5,-0.8,3,-1,106,-0.8,-7
Cc1cc(N2CCOCC2)ccc1/C=C1\NC(=O)N(Cc2ccccc2F)C1=O,4,-10,-20,13,17,-6,88,2.1,-2
O=S(=O)(Nc1ccccn1)c1cnc(Cl)c(Br)c1,31,1,7,0.6,-3,1,100,-1.2,-3
CC(=O)c1c(C)[nH]c(C(=O)NCCN2CCC(C)CC2)c1C,8,-3,8,0.9,-12,-5,106,0.5,-5
CCc1nnc(NC(=O)C(C)C)s1,5,-8,3,0.9,-1,3,110,1.4,-5
O=C(COc1ccccc1)Nc1nnc(-c2ccc(Cl)cc2)o1,7,-11,5,3.1,-15,-4,103,-1.5,-2
COc1cc(NC(=O)C2CCC(CNS(=O)(=O)c3csc(C(N)=O)c3)CC2)cc(OC)c1 (configuration not stated),-12,-4,-1,-0.2,1,2,100,0.1,0
COc1ccccc1NC(=O)Cn1nc(C)n2cccc2c1=O,12,-8,0,1.2,10,-6,104,0.3,-3
Nc1cccc(Nc2ccccc2)c1,14,-10,2,2.9,-4,9,99,0.8,1
COc1ccc(C(=O)Oc2c(CN3CCOCC3)cc(Cl)c3cccnc23)cc1OC,·,2,9,0.5,-11,-2,104,0.8,0
C=CCN1C(=O)C2(C(C#N)=C(N)Oc3n[nH]c(CCC)c32)c2ccccc21 (configuration not stated),13,-9,1,2.0,-14,-3,100,-0.5,-4
COc1ccc(-c2cc(C(=O)N3CCN(c4ncccn4)CC3)c3ccccc3n2)cc1OC,·,4,·,3.2,·,·,·,-1.9,3
Cc1nn(C)cc1CN(C)Cc1ccc(OCC(O)CN2CCCCC2)cc1 (configuration not stated),11,0,17,0.0,-19,-8,121,0.2,-5
O=C(NCCCn1ccnc1)c1ccc(S(=O)(=O)N2CCCCCC2)cc1,2,-3,5,0.5,-4,-11,96,0.5,4
O=C(Nc1nccs1)c1ccc(-c2ccc(F)c(Cl)c2)o1,1,4,2,0.2,-21,6,105,-1.2,-6
COc1cc(C(C)=O)ccc1Oc1ncnc2c1cnn2-c1ccccc1,2,-14,0,0.2,-7,0,102,-0.6,-1
COC(=O)C1=C(C)N(CCc2cc(OC)c(OC)c(OC)c2)C(=O)N[C@H]1c1ccc(Br)cc1,25,5,-3,-0.4,-22,-2,94,-2.2,·

# Screening data from PubChem BioAssay.
